Tau fluor counter: Counterscreen qHTS for Inhibitors of Tau Fibril Formation, Fluorescence Polarization. tau K18 P301L Alexa594 fluorescence, heparin fibrillization. Potency, µM (doses to about 57.7 µM), for the others: top-dose activity change, negative = decrease. 280,000 compounds, 0.93% hits. AID 1463, 2008; further: on the % scale 0 is the no-effect control and ±100 the full control effect; nearly all actives have a fitted effect of over 55% in size
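Human tau K18 P301L (15 uM unlabeled, 0.24 uM Alexa 594-labeled) in 100 mM sodium acetate pH 7 with 20 uM heparin, 6 hr at 37 C. ThT 30 uM added, 1 hr ambient; Alexa 594 FP and total fluorescence read at 555/632 nm.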
HTT aggregate: qHTS Multiplex Assay to Identify Dual Action Probes in a Cell Model of Huntington: Aggregate Formation (GFP); Potency, µM (top dose mostly 46.1 µM), inactives show at the top dose activity change, negative = inhibition, actives largely listed as inhibitors; PC12 HttQ103-GFP aggregates, Acumen cytometry, 40 h; 220,000 compounds, 1.1% hits; AID 1688, 2009; further: on the % scale 0 is the no-effect control and ±100 the full control effect; nearly all actives have a fitted effect of over 60% in size
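Compounds (qHTS titration) were added to PC12 cells expressing an ecdysone-driven HTT exon 1 Q103–GFP fusion after induction with 100 nM tebufenozide. Aggregate formation was measured as GFP objects in cell lysates.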
Tau fibril FP: qHTS for Inhibitors of Tau Fibril Formation, Fluorescence Polarization; Microtubule-associated protein tau (Homo sapiens), P10636; K18 P301L tau heparin fibrillization, Alexa594 FP, 6 h; Potency, µM (highest dose often 57.7 µM), for inactives: at the top dose activity, negative = inhibition, most hits filed as inhibitors; 280,000 compounds, 0.39% hits; AID 1468, 2008; further: on the % scale 0 is the no-effect control and ±100 the full control effect; nearly all actives have a fitted effect of over 55% in size
Target sequence (P10636 561-689 P618L limits assumed): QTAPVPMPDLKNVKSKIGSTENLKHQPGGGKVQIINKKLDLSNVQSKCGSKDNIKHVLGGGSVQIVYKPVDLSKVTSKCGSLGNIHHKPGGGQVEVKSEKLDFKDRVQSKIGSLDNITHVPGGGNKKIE
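Read-out: fluorescence polarization of Alexa 594-labeled tau (0.24 uM), 555 nm excitation, 632 nm emission. Mixtures held 15 uM unlabeled K18 P301L, compound and 20 uM heparin, pH 7 acetate buffer, incubated 6 hr at 37 C.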
Tau ThT inhib: qHTS for Inhibitors of Tau Fibril Formation, Thioflavin T Binding; Microtubule-associated protein tau (Homo sapiens), P10636; recombinant tau K18 P301L, heparin-induced fibrillization, ThT fluorescence; Potency, µM (highest dose often 57.4 µM), inactives show at the highest dose activity, negative = inhibition, most hits filed as inhibitors; 270,000 compounds, 2.1% hits; further: on the % scale 0 is the no-effect control and ±100 the full control effect; nearly all actives have a fitted effect of over 55% in size
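Using a mix of unlabeled (15 uM) and Alexa 594-labeled (0.24 uM) tau K18 P301L, heparin-triggered fibrillization over 6 hr at 37 C was scored by ThT fluorescence.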
ALDH1A1 block: qHTS Assay for Inhibitors of Aldehyde Dehydrogenase 1 (ALDH1A1) | Aldehyde dehydrogenase 1A1 (Homo sapiens), P00352 | Purified ALDH1A1, NADH fluorescence, propionaldehyde substrate | Potency, µM (series often up to 75.3 µM), without a hit: top-dose activity, negative = inhibition, hits mostly inhibitors | 220,000 compounds, 7.3% hits; active means well fitted inhibition curve with a large enough effect, not every such curve was filed as active; inconclusive means small, poorly fitted or top-dose-only effect, or another doubt; inactive means no such curve, though single readings can be large or run the other way;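 further: plate controls were no enzyme wells and a reference inhibitor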
Target sequence (P00352 whole entry, looked up): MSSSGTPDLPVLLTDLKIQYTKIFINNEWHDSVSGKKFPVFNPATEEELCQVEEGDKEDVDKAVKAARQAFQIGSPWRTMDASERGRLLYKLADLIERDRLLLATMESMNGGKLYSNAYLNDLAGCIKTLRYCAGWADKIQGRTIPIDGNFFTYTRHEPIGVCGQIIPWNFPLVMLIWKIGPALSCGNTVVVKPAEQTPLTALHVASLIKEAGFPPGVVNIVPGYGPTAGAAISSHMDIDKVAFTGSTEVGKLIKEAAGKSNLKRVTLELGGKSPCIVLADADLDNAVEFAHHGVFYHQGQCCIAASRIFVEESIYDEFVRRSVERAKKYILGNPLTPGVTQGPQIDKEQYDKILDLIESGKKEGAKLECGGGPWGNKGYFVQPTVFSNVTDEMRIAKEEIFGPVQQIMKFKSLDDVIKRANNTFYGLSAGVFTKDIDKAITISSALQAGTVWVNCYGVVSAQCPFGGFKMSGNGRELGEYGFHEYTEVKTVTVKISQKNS
HTT cytoprotect: qHTS Multiplex Assay to Identify Dual Action Probes in a Cell Model of Huntington: Cytoprotection (ATP); PC12 HTT-Q103 induced, cytoprotection, ATP luminescence, 40 h; Potency, µM (highest dose often 56.4 µM), for inactives: cytoprotection (ATP increase), usual class: activators; 230,000 compounds, 0.14% hits;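 further: % of control where 0% means no effect; nearly all actives have a fitted effect of over 45% in size; toxic huntingtin expression switched on by the ecdysone agonist tebufenozide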
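PC12 cells stably carrying ecdysone-inducible Htt exon 1 (Q103)–GFP were induced with 100 nM tebufenozide (final) alongside library compounds in a dose series. Cytoprotection was scored as retained ATP by ATPlite luminescence.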
KDM4E inh: qHTS Assay for Inhibitors of Human Jumonji Domain Containing 2E (JMJD2E); Lysine-specific demethylase 4E (Homo sapiens), B2RXH2; AID 2147, 2009; JMJD2E catalytic domain, FDH-coupled NADH fluorescence (FDH is formaldehyde dehydrogenase); Potency, µM (doses to about 57.1 µM), for inactives: at the top dose activity change, negative = inhibition, most hits filed as inhibitors; 230,000 compounds, 1.6% hits; active means well fitted inhibition curve with a large enough effect, not every such curve was filed as active; inconclusive means small, poorly fitted or top-dose-only effect, or another doubt; inactive means no such curve, though single readings can be large or run the other way;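 further: 0% = wells with enzyme and -100% = buffer wells without enzyme; nearly all actives have a fitted effect of over 50% in size; many of its hits are not listed in these tables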
Target sequence (B2RXH2 1-337 limits assumed): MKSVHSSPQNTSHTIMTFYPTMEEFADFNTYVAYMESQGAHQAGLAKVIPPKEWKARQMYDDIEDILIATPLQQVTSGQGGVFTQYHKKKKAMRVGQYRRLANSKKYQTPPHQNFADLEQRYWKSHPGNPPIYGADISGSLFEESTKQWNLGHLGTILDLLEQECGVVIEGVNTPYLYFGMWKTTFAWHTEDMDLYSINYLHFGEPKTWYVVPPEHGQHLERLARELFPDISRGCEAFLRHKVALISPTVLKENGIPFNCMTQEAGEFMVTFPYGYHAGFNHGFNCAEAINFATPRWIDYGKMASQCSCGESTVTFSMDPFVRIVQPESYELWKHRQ
SMN2 splice up: qHTS Assay for Enhancers of SMN2 Splice Variant Expression; 210,000 compounds, 2.8% hits; Potency, µM (doses to about 46.1 µM), inactives show at the top dose activity change, positive = activation, usual class: activators; HEK293 SMN2-luciferase splicing reporter, luminescence, 30-36 h; AID 1458, 2008; further: % of control where 0% means no effect; nearly all actives have a fitted effect of over 55% in size
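HEK293 cells carry an SMN2 minigene-luciferase reporter in which exon 7 inclusion puts luciferase in frame. Cells were seeded at 2000 cells/well, attached for 10-12 hours, then exposed to compounds for 30-36 hours at 37C before ONE-Glo luminescence.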
* = called active by the depositor; ? = inconclusive; · = not tested or not shown; & = joins results of further samples; [ ] = another dose, or the depositor's remark. Unless noted, the call rests on the fitted dose curve; in most records, active means well fitted curve in the direction sought with a large enough effect; inconclusive means small, poorly fitted or top-dose-only effect, or another doubt; inactive means no such curve, though single readings can be large; an effect the other way counts as inactive or inconclusive. Potency means the concentration at half of the fitted maximal effect.

SMILES | Tau fluor counter | HTT aggregate | Tau fibril FP | Tau ThT inhib | ALDH1A1 block | HTT cytoprotect | KDM4E inh | SMN2 splice up
O=C(CCc1n[nH]c(=O)[nH]c1=O)N/N=C/c1ccc(Br)o1 | -6% | 6% | -8% | -2% | -3% | 0% | 5% | 16%
O=C(OCc1nnc(-c2ccccc2)o1)c1cc(Cl)ccc1[N+](=O)[O-] | -27% | -4% | 9% | -14% | -10% | -1% | 1% | 13%
Cc1ccc(CSc2nnc(CS(=O)Cc3ccc(Cl)cc3Cl)n2C)cc1 (stereo not given) | -19% | 6% | 1% | -12% | -4% | 23%[10 µM] | -1% | -9%
Cc1ccc(-n2c(Cc3cccn3C)nnc2SCC(=O)NCc2ccco2)cc1 | 4% | 12% | -5% | -1% | -1% | -9% | -20% | -16%
CC(C)Oc1cccc(C(=O)C2CCCN(Cc3cnn(C(C)C)c3)C2)c1 (stereo not given) | -3% | 6%[9.22 µM] | 3% | ? | 10µM* | 27%[10 µM] | -11% | ·
O=C(COc1ccc(S(=O)(=O)NC2CCCCC2)cc1Cl)N1CCN(c2ccccc2)CC1 | -23% | ? | 3% | -8% | -3% | -47%[inhibitor] | -2% | -30%[inhibitor]
O=C(Nc1nc2ccccc2n1CCOc1ccccc1)c1ccco1 | -7% | ? | -2% | -14% | -9% | 1%[10 µM] | ? | -2%
CCOc1ccc(NC(=O)Cn2c(=O)n(CCCS(=O)(=O)C3CCCCC3)c(=O)c3ccccc32)cc1 | -29% | · | -9% | ? | · | · | · | -1%
COc1ccc(NC(=O)CN2CCN(c3nc(-c4ccc(F)cc4)cs3)CC2)c(OC)c1 | -30% | 16%[9.22 µM] | 12% | ? | 3% | 36%[10 µM] | 12% | ·
COc1cc(/C=N/n2cnnc2)ccc1OCc1ccc(C)cc1 | -13% | 31% | -6% | -1% | -7% | -20% | 6% | 21%
O=C(O)c1cc(=O)cc(C(=O)O)[nH]1 | 13%&-5% | -8% | 10%&0% | 8%&-9% | -5%&-9% | 22% | -8%&0% | -8%&-88%
Cn1ccnc1SCC(=O)NC12CC3CC(CC(C3)C1)C2 | -3% | -9% | 3% | -2% | ? | -9% | -4% | -14%
COCCNC(=O)C(c1ccc(OC)cc1)N(C(=O)Cn1nnc2ccccc21)c1cccnc1 (stereo not given) | -6% | -17%[9.22 µM] | -6%[2.34 µM] | -2% | -2% | 6%[10 µM] | 10% | ·
COc1cccc(CC(=O)N[C@@H](CCSC)c2nc3ccccc3[nH]2)c1 | -3% | 22% | -2% | 7% | ? | -18% | 1% | 10%
Cc1cccc(C)c1N1C(=O)C2ON(c3ccccc3)C(c3ccncc3)C2C1=O (stereo not given) | -6% | 2% | -1% | 3% | ? | 5%[10 µM] | -14% | 7%
COc1ccc(OC)c(C(O)c2coc3ccc(O)c(CN(C)C)c23)c1 (stereo not given) | -14% | 22% | -2% | -11% | 0% | 14% | -2% | ·
CC(=O)N1CCN(CC(=O)Nc2cc(S(=O)(=O)N3CCOCC3)ccc2C)CC1 | -12% | -3% | -1% | -4% | -7% | -14% | -6% | -26%
O=C(CSc1ncc(-c2ccccc2)[nH]1)Nc1cccc(C(F)(F)F)c1 | 16µM*[quencher] | · | ? | -16% | · | · | · | 1%
NS(=O)(=O)c1ccc(NC(=S)NC(=O)c2ccc3c(c2)OCO3)cc1 | 5% | 11% | 4% | -7% | ? | -45% | 5% | 3%
COc1ccc(-c2c(C)nn(Cc3ccccc3)c2N)cc1 | -16% | -15% | 1% | -2% | 2% | -12% | 5% | -20%
Cc1cccc(NC(=O)N2CCC(n3nnc4cc(C)ccc43)CC2)c1 | -14% | · | 1% | ? | 6% | · | -2% | -12%
CCOc1cc2[nH]c(=O)n(Cc3ccc(C(=O)NCCCN4CCCC4=O)cc3)c(=O)c2cc1OCC | -4% | -17% | -9% | -2% | ? | -11% | ? | ·
COc1ccccc1C(=O)NCC(c1cccnc1)N(C)C (stereo not given) | -1% | 11% | -5% | -6% | 9% | -9% | -4% | -5%
O=C(C1CC1)N1CCN=C1SCc1ccccc1Cl | -10% | 8% | 0% | -22% | 5% | -2% | -5% | 7%
Cc1cc(C)c(NC(=O)c2ccccc2C(=O)c2ccccc2)c(C)c1 | -2% | 14% | 3% | -5% | 4% | 1%[10 µM] | -6% | 15%
O=c1c2cc([N+](=O)[O-])ccc2nc(CN2CCN(c3ccccn3)CC2)n1-c1ccccc1F | -23% | 2% | 8% | ? | 14µM* | -26% | ? | 6%
Cc1ccc2c(c1)C(=O)OC(C(=O)Nc1ncc(Cc3ccc(C(C)C)cc3)s1)C2 (stereo not given) | -2% | · | -5% | -1% | · | · | · | 8%
O=C(/C=C\Nc1ccccc1Br)c1ccc2c(c1)OCO2 | ? | -2% | ? | ? | -15% | -223%[inhibitor] | ? | 3.2µM*
CCOc1ccccc1-c1cc(C(=O)N/N=C/c2ccc(O)c(OC)c2)c2ccccc2n1 | ? | -4% | ? | 2% | -12% | · | 7% | 25µM*
Cn1c(SCC(=O)N2c3ccccc3CCc3ccccc32)nnc1-c1cc2ccccc2cc1O | -29% | 14% | -3% | -16% | ? | 0%[10 µM] | 7% | -5%
CC(C)NC(=O)c1onc(CSc2cccc(F)c2)c1C(=O)O | 7% | 19% | 2% | 5% | ? | -2% | 1% | -14%
C=CCNC(=O)CN(c1ccc(F)c(Cl)c1)S(C)(=O)=O | 1% | -12% | -6% | 0% | 3% | 11%[0.074 µM] | 3% | -6%
O=C(NC(NC(=O)c1ccccc1)c1ccccc1)c1ccccc1 | -5% | -11% | -5% | -6% | 1% | 10% | 6% | -17%
CCc1c(C)[nH]n(-c2nc(-c3cccc([N+](=O)[O-])c3)cs2)c1=O | ? | 13% | 3% | ? | 14µM* | · | 3% | 0%
C/C(=N\N1CCN(Cc2ccccc2Cl)CC1)c1ccc(F)cc1 | -14% | -14%[9.22 µM] | 3% | ? | · | 12%[10 µM] | 0% | ·
CCN(CC)CCN1C(=O)C(=O)/C(=C(/O)c2cnn(-c3ccccc3)c2C)C1c1ccc(C)o1 (stereo not given) | -5% | 9% | -4% | ? | -3% | -15% | -14% | 7%
O=S1(=O)C=C(SCCN2CCCC2)c2ccccc21 | -7% | ? | -4% | -11% | -16% | 25% | -5% | ?
COc1cnc(-c2ccccn2)nc1Sc1ccccc1Cl | -20% | -21% | -9% | ? | ? | -74%[inhibitor] | 4% | -48%[inhibitor]
COc1ccc2oc(=O)c(C(=O)Nc3ccccc3O)cc2c1 | -2% | 1%[9.22 µM] | -1% | · | · | -3%[10 µM] | -3% | ·
Cc1cc(C(=O)Nc2ccc(N3CCCC3)c(Cl)c2)ccc1[N+](=O)[O-] | ? | -21% | 5% | 5µM* | 20µM* | -2%[10 µM] | 0% | ?
O=C(Nc1ccc(F)cc1)NC1CCN(Cc2nnnn2Cc2ccco2)CC1 | -13% | -8% | 8% | -21% | 18µM* | 6%[10 µM] | -16% | -16%
O=S(=O)(Nc1ccc2c(c1)OCO2)c1ccccc1 | -3% | 1% | 8% | -2% | 6% | 12% | 0% | -7%
Cc1ccc(SC(CC(=O)c2ccc(C)cc2)C(=O)O)cc1 (stereo not given) | -9% | -52% | -14% | ? | 0.13µM* | ? | -23% | 4%
O=C(CSc1nnc(-c2ccccc2)c(-c2ccccc2)n1)N1CCOCC1 | -3% | -20% | 2% | -7% | 6% | 1% | 9% | -11%
O=C(COc1ccccc1Cl)N(Cc1ccco1)C1CCS(=O)(=O)C1 (stereo not given) | 6% | 2% | -5% | 5% | 24% | 15% | 3% | ·
CCOc1ccc(C(=O)Nc2ccc(NC(=O)c3ccco3)c(Cl)c2)cc1Cl | -13% | -27% | ? | ? | ? | -22%[10 µM] | ? | -23%
CCCC(=O)Nc1cccc(-c2nc3cc(C)c(C)cc3o2)c1C | -4% | · | -13% | ? | · | · | · | ?
Cc1ccc2c(c1)C(c1ccc(F)cc1)N(C(=O)COc1ccc(Cl)cc1Cl)CC(=O)N2 (stereo not given) | -19% | · | -9% | -11% | · | · | · | -2%
O=C(CN1C(=O)c2ccccc2S1(=O)=O)Nc1ccccc1C(=O)NCc1ccco1 | -6% | -1% | -1% | -10% | ? | 30%[1.9 µM] | 6% | -22%
CCCC[C@H](CC)CN1CN(C[C@@H](CC)CCCC)CC(C)(N)C1 | · | -1%[20.6 µM] | · | · | 1%[20.9 µM] | 0%[40.3 µM] | 0%[25.5 µM] | -23%[20.6 µM]
CCOc1ccc(NC(=O)Nc2cc(OCC(F)(F)F)cc(OCC(F)(F)F)c2)cc1 | 0% | -6% | 1% | 10% | -3% | 7%[10 µM] | 1% | 12%[1.84 µM]
CC(C)C1N=C2c3ccccc3N=C(SCc3cc(=O)n4cc(Cl)ccc4n3)N2C1=O (stereo not given) | -12% | 33% | 1% | -17% | ? | -5% | ? | -11%
COc1ccc(NC(=O)CC2C(=O)N(c3cccc(C)c3)C(=O)N2C2CCCCC2)cc1 (stereo not given) | -24%&-29% | -5% | -5%&-8% | 2%&-12% | -2% | -9% | -3% | -1%

Compound activity deposited in PubChem by National Center for Advancing Translational Sciences (NCATS).

Some of the compounds tested, so the mix of outcomes need not match the whole.
